From PubChem
E coli growth = bacterial growth inhibition, counter-screen for AddAB inhibitors. E. coli V3065 growth, OD600 absorbance, 18 h. inhibition, % at 11.9 µM. hit rate 0.27% among 330,000;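 active means inhibition above the campaign's mean inhibition across all tested compounds plus 3 SD, cut at about 9.9% in these data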;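 further: uninfected addAB+ strain grown without phage in ampicillin broth; 0% = DMSO wells and 100% = ciprofloxacin 0.95 µg/ml wells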
phage Ecoli inh = E. coli growth loss with phage present; growth absorbance; inhibition, % at 11.9 µM; hit rate 0.26% among 360,000; in the data active means inhibition above about 11%
Wnt bcat act = activators of Wnt/beta-catenin signaling. Wnt/beta-catenin reporter cell assay, activator, plate reader. activation, % at 9.35 µM. hit rate 1.2% among 300,000. AID 743398; in the data active means activation above about 30%, passing the limit was not always enough; inconclusive means no clear call, values can overlap the other calls;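 further: 0% = neutral control wells and 100% = positive control wells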
PvdQ inh = blocks Pseudomonas aeruginosa PvdQ acylase activity. purified PvdQ acylase, fluorescence plate reader. inhibition, % at 10 µM. hit rate 0.063% among 340,000. AID 488965; in the data active means inhibition above about 30%, passing the limit was not always enough; inconclusive means no clear call, values can overlap the other calls;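 further: 0% = vehicle neutral wells and 100% = reference inhibitor wells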
DAGLB inhibitor = blocks human DAGLB lipase activity. Q8NCG7. HEK293T DAGLB membrane lysate, EnzChek fluorogenic substrate. inhibition, % at 5.17 µM. hit rate 0.059% among 340,000. AID 504411; in the data active means inhibition above about 34%;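 further: 0% = enzyme with vehicle and 100% = wells lacking enzyme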
Target sequence (Q8NCG7 whole entry, looked up): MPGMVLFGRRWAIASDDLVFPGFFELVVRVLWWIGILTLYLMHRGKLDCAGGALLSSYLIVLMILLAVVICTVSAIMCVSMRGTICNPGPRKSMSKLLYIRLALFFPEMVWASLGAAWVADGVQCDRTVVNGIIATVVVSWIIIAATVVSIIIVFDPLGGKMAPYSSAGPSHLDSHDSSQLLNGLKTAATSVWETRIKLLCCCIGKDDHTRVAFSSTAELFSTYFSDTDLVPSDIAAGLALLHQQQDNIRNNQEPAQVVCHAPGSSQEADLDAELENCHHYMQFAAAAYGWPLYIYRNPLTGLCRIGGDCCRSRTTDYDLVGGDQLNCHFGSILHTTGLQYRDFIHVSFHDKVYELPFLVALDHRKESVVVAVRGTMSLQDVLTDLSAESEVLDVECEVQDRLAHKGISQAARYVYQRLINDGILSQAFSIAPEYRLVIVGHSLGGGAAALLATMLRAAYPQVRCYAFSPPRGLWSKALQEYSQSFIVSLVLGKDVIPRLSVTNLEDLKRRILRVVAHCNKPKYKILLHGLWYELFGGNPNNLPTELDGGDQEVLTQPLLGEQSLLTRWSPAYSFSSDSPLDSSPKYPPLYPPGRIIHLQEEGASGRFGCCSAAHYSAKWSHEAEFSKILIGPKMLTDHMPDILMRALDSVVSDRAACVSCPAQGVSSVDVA
PfHsp90 set2 = inhibits growth of yeast expressing Plasmodium falciparum Hsp90; S. cerevisiae expressing PfHsp90, BacTiter-Glo ATP, 48 h; yeast lacking PDR1 and PDR3 efflux regulators; inhibition, % at 9.4 µM; hit rate 0.32% among 310,000; AID 504621;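 active means every replicate shows inhibition above about 80%, whatever the replicate mean, limit read from the data; inconclusive means mean inhibition reaches the set limit but some replicate falls short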;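 further: 0% = DMSO neutral controls and 100% = 20 µM radicicol positive controls; yeast relying on Plasmodium falciparum Hsp90 in place of its own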
CAL PDZ FP = human CAL PDZ-peptide interaction inhibition; Q9HD26; purified CAL PDZ, TMR-peptide fluorescence polarization, 1 h; inhibition, % at 20 µM; hit rate 0.02% among 330,000;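 active means highest replicate inhibition of at least 40%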;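 further: plate controls were DMSO neutral control wells for no effect and unlabeled competitor peptide control wells for full effect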
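System: purified tagged CAL PDZ domain construct (CerCALP). Schedule: 1 h incubation at room temperature before polarization reading. Medium: 25 mM sodium phosphate pH 7.4, 150 mM NaCl, TCEP, IgG, Thesit. Read-out: percent inhibition from loss of millipolarization. Measured by: FP readout, S and P plane fluorescence. Probe or stimulus: fluorescent TMR peptide probe.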
AddAB inh = less growth of phage-infected E. coli with AddAB. E. coli expressing H. pylori AddAB, absorbance growth. inhibition, % at 11.9 µM. hit rate 0.29% among 330,000; in the data active means inhibition above about 12%;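 further: 0% = vehicle wells of infected cells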
Rtt109 HAT inh = inhibitors of Candida albicans Rtt109/Vps75 histone acetyltransferase | purified Rtt109/Vps75, ThioGlo CoA-SH fluorescence, 4 h | inhibition, % at 34.9 µM | hit rate 0.16% among 330,000 | AID 540336;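 active means inhibition of at least 50% in every replicate; inconclusive means best replicate reaches 50% inhibition but some replicates fall short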
Target sequence (Q5AAJ8 whole entry, looked up): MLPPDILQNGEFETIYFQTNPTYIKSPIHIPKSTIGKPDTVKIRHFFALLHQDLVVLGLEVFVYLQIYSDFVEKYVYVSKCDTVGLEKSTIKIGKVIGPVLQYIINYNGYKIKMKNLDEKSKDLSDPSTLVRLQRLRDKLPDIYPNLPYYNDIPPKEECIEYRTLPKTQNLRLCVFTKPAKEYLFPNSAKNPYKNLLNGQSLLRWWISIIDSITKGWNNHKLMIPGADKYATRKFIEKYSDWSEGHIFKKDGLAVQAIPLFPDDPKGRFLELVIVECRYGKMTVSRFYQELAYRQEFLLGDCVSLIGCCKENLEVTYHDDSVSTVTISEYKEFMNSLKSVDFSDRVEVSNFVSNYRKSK
Tat transport = E. coli Tat transport inhibition | inhibition, % at 10 µM | hit rate 0.036% among 340,000 | E. coli MC4100 TorA-mCherry Tat export, fluorescence;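 active means mean replicate inhibition at least 50% and at least half of replicates individually reaching 50%; inconclusive means only one of the two criteria met; inactive means neither criterion met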;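 further: exported cargo escapes ClpAP degradation while cytoplasmic cargo is degraded and loses fluorescence; 0% = median of neutral control wells and 100% = median of NaSCN control wells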
* marks the source's active call; other numbers are inactive results; ? = inconclusive; · = not tested or not shown.

SMILES | E coli growth | phage Ecoli inh | Wnt bcat act | PvdQ inh | DAGLB inhibitor | PfHsp90 set2 | CAL PDZ FP | AddAB inh | Rtt109 HAT inh | Tat transport
CC(C)Cn1c(N)c(C(=O)COC(=O)c2cc(-c3ccccc3)nc3ccccc23)c(=O)n(C)c1=O | 0.2 | 3.6 | -7 | -10 | -2 | 10 | -5.2 | 3.9 | -3 | -2
CCCCNc1ccc2nsnc2c1[N+](=O)[O-] | 2.3 | 3.5 | -10 | -5 | -1 | -15 | -2.9 | 2.1 | 2 | -11
O=C(CCCNS(=O)(=O)c1cccc2nsnc12)NCc1ccccc1 | -1.1 | 2.6 | -3 | -2 | 2 | 11 | -1.7 | 0.1 | · | 4
Cc1ccc(CSCC(=O)N(C)CC(=O)Nc2c(Cl)cccc2Cl)cc1 | -0.2 | -0.2 | -1 | -8 | -1 | · | -1.8 | 3.0 | 5 | 1
CCN(CC)c1ccc(NC(=O)COC(=O)Cc2ccsc2)cc1 | · | 1.5 | -1 | -14 | -2 | -4 | -2.4 | · | -15 | -8
CN(C)/C=C/c1onc(-c2ccccc2Cl)c1C#N | 0.3 | 3.3 | 20 | 4 | 6 | -9 | -1.6 | 2.2 | 3 | -8
CCNc1nc(SCc2ccccc2)nc(N2CCOCC2)n1 | -1.6 | -0.6 | -3 | -12 | -3 | 8 | 0.5 | 0.0 | 3 | 1
COc1ccc(CNC(=O)CS(=O)Cc2nc(-c3ccc(C)cc3)oc2C)cc1 (stereo not drawn) | -1.2 | 4.2 | -2 | 3 | 1 | 32 | -0.4 | -3.7 | 1 | -7
COc1ccc2[nH]c(=O)c(CN(C(=O)c3cccnc3)c3cccc(C)c3)cc2c1 | -1.3 | 1.4 | 1 | -14 | 1 | 4 | -1.0 | -1.3 | 3 | -1
N#CCC(=O)N/N=C\c1ccccc1OC/C=C/c1ccccc1 | -3.9 | 3.4 | 12 | 13 | -4 | -15 | -1.6 | -2.3 | 2 | 2
COc1ccc(C2C(C#N)=C(N)Nc3nc4ccccc4n32)cc1 (stereo not drawn) | -0.2 | 1.8 | · | 11 | 0 | 3 | -3.4 | 2.6 | -4 | -5
O=C(O)c1cccc2c1C(=O)N(C1CCCCC1)C2 | 0.1 | -1.9 | 1 | 10 | 0 | 6 | 0.6 | 0.0 | 5 | -5
Cc1ccc(S(=O)(=O)N/N=C\c2cn(CC(N)=O)c3ccccc23)cc1C | -1.2 | 0.9 | -2 | -6 | 1 | -10 | -2.1 | -0.8 | -1 | 0
O=C(NNC(=O)c1ccncc1)c1ccncc1 | 1.0 | -0.3 | 3 | -15 | -2 | · | -1.6 | -2.7 | -14 | 1
C=CCn1c(Cc2ccc(OC)cc2)nnc1SCC(=O)c1cccc([N+](=O)[O-])c1 | 1.1 | 1.1 | -5 | 15 | 5 | 10 | -2.4 | 1.3 | 18 | 4
O=C(NC(=S)Nc1ccc(S(=O)(=O)Nc2nccs2)cc1)c1ccccc1F | 1.1 | 2.0 | -1 | -12 | 6 | · | -1.3 | 0.7 | 8 | -12
CCOc1ccc(C(C(=O)Nc2ccc(F)cc2)N(C(=O)Cn2nnc3ccccc32)C2CC2)cc1 (stereo not drawn) | 0.9 | 2.8 | -3 | -4 | 0 | 6 | -0.4 | 2.0 | -8 | 6
O=C(O)c1sccc1Oc1ccc(NS(=O)(=O)c2cccc(F)c2)cc1 | -0.3 | -0.2 | 6 | 0 | 1 | -5 | -0.2 | 1.1 | 11 | 2
CC1CCc2sc3c(c2C1)c(=O)n(CC(=O)O)c(=O)n3Cc1ccc(Cl)cc1 (stereo not drawn) | -4.5 | 2.6 | 2 | -13 | 10 | -1 | -5.4 | -0.4 | -8 | 3
Cc1ccc2cc(N)ccc2n1 | · | -0.1 | -1 | 5 | 1 | 6 | 0.2 | · | -4 | 5
COc1ccc(N2C(=O)C3C(C2=O)C2C=CC3C23CC3)c(OC)c1 (stereo not drawn) | -3.1 | 2.7 | 1 | -7 | -2 | 0 | -1.2 | -0.9 | 6 | 5
O=C(NC1CCSc2ccccc21)c1ccc(C(F)(F)F)cc1 (stereo not drawn) | -0.2 | -0.2 | 0 | -14 | -5 | 5 | -2.1 | 3.2 | 0 | 5
CC(SCC(=O)Nc1ccc(F)cc1)c1nc2ccccc2c(=O)[nH]1 (stereo not drawn) | 0.1 | -0.3 | -1 | -1 | 0 | -5 | -2.1 | 0.9 | 8 | ?
COc1ccccc1/C=C/C=N/n1c(-c2ccccn2)n[nH]c1=S | -1.6 | 1.3 | 24 | -4 | 0 | 3 | -0.2 | -1.4 | 2 | -4
CCOCCCNC(=O)CN1C(=O)COc2ccc(S(=O)(=O)N3CCCC3)cc21 | -0.2 | 0.5 | -2 | -11 | -3 | -12 | -2.5 | 2.3 | 2 | -1
COc1cccc(C2CC(C(F)(F)F)n3ncc(C(=O)Nc4c(C)n(C)n(-c5ccccc5)c4=O)c3N2)c1 (stereo not drawn) | 2.0 | 1.7 | · | 19 | 3 | 33 | · | 2.4 | 12 | -3
Cc1c(OC(C)C(=O)NCCCN2CCOCC2)ccc2c1oc(=O)c1ccccc12 (stereo not drawn) | 1.2 | 0.9 | -2 | -4 | 0 | -2 | -0.2 | 2.5 | -3 | -15
COc1ccc(NS(=O)(=O)c2ccc(O)c(NC(=O)c3cc4c(C)nn(-c5ccc(F)cc5)c4s3)c2)cc1 | 1.3 | · | · | -5 | 3 | -31 | 0.1 | 1.8 | 2 | -6
Cc1ccc(NC(=O)c2sccc2C)cc1S(=O)(=O)N(C)C | -0.3 | 3.6 | 10 | -12 | -3 | -11 | 0.1 | 2.0 | -10 | 4
Cc1nn(C)cc1C(C)NC(=O)c1cc(COc2c(F)cccc2F)on1 (stereo not drawn) | -0.4 | 3.9 | -5 | -5 | 1 | 4 | -2.1 | -1.2 | -2 | 4
CCn1cnc2cc(NCc3cccs3)ccc21 | -1.0 | -1.8 | 2 | -6 | 0 | -1 | -0.1 | -0.9 | 1 | 1
NC1=NC(=O)/C(=C/c2ccc(OCC(=O)O)cc2)S1 | · | 2.1 | 1 | -4 | -3 | -1 | 0.6 | · | 7 | 0
Cc1csc(NC(=O)CS(=O)(=O)Cc2ccccc2)n1 | -0.9 | 3.4 | -1 | -4 | 1 | 2 | -1.7 | -1.2 | 4 | -7
CCn1nc(C)c(NC(=O)CC23CC4CC(CC(C4)C2)C3)c1C | 0.6 | 2.8 | -2 | -4 | 0 | 1 | 0.1 | -0.2 | -2 | -2
Cc1cc(NC(=O)CSCC(=O)Nc2nc3ccc(F)cc3s2)no1 | -2.4 | 4.7 | 8 | -9 | 0 | -21 | -2.0 | 1.1 | -12 | 7
CC(C)C[C@@H](CN)NC(=O)c1nc[nH]c1C(=O)N[C@@H](Cc1ccccc1)C(=O)CNC[C@H](C)NC(=O)c1nc[nH]c1C(=O)N[C@@H](CC(C)C)C(=O)O | · | 0.9 | -3 | -17 | 0 | 3 | 0.5 | · | 3 | -4
CCC(C)Sc1ccc(-c2nc3ccc(Cl)cn3c2NCc2ccccc2)cc1 (stereo not drawn) | 1.2 | 1.9 | ? | -12 | -3 | 1 | -1.0 | 0.9 | -17 | 3
O=C(O)c1cc(NS(=O)(=O)c2ccc(N3CCCCC3)c([N+](=O)[O-])c2)cc(C(=O)O)c1 | -0.3 | 1.8 | · | 9 | 2 | 7 | -2.3 | 3.8 | 8 | 6
NS(=O)(=O)c1ccc(CCNC(=O)C(=O)C2C(=O)Nc3ccccc32)cc1 (stereo not drawn) | 3.1 | 1.4 | 1 | -8 | 1 | -11 | 0.6 | 1.5 | -1 | -9
Cc1ccc(/C=N/NC(=O)c2ccc3c(c2)OCCO3)s1 | 4.1 | 0.5 | 2 | -17 | -1 | 1 | -0.3 | 5.5 | 10 | -3

Of the compounds above, three contain a nitro group on carbon.
SMILES | E coli growth | phage Ecoli inh | Wnt bcat act | PvdQ inh | DAGLB inhibitor | PfHsp90 set2 | CAL PDZ FP | AddAB inh | Rtt109 HAT inh | Tat transport
CCCCNc1ccc2nsnc2c1[N+](=O)[O-] | 2.3 | 3.5 | -10 | -5 | -1 | -15 | -2.9 | 2.1 | 2 | -11
C=CCn1c(Cc2ccc(OC)cc2)nnc1SCC(=O)c1cccc([N+](=O)[O-])c1 | 1.1 | 1.1 | -5 | 15 | 5 | 10 | -2.4 | 1.3 | 18 | 4
O=C(O)c1cc(NS(=O)(=O)c2ccc(N3CCCCC3)c([N+](=O)[O-])c2)cc(C(=O)O)c1 | -0.3 | 1.8 | · | 9 | 2 | 7 | -2.3 | 3.8 | 8 | 6

Continuation.
SMILES | E coli growth | phage Ecoli inh | Wnt bcat act | PvdQ inh | DAGLB inhibitor | PfHsp90 set2 | CAL PDZ FP | AddAB inh | Rtt109 HAT inh | Tat transport
CC1CCN(C(=O)C2CC(c3ccc(F)cc3)=NO2)CC1 (stereo not drawn) | 1.8 | · | 10 | -8 | 0 | 13 | 0.9 | 4.0 | 4 | -5
O=C(NCc1ccccn1)c1cc(-c2ccccc2)nc2ccccc12 | -0.9 | 5.1 | -1 | -5 | 0 | -3 | -1.3 | 1.2 | 4 | 3
Cc1ccc(C(=O)N[C@H](C(=O)OCc2nnc(-c3ccccc3)o2)C(C)C)cc1 | 0.8 | 2.5 | 9 | -11 | -3 | -5 | 0.3 | -0.7 | -25 | -2
COc1cc([N+](=O)[O-])ccc1NC(=O)CN(C)C | -0.2 | 2.4 | -1 | -6 | 2 | -16 | -0.1 | -0.3 | 3 | -2
COc1ccc(N/C=C/C(=O)c2ccc3c(c2)OCO3)cc1OC | -0.8 | 4.0 | · | -7 | 1 | -4 | -1.5 | 1.8 | -2 | 6
Fc1ccccc1OCCCCSc1ncccn1 | -2.2 | 1.1 | 10 | 28 | -8 | 1 | 0.0 | 1.6 | 1 | -4
COc1cccc(CN2CCN(C3CCN(c4ccccc4F)CC3)CC2CCO)c1 (stereo not drawn) | 0.2 | 3.0 | -8 | 4 | 0 | 3 | -0.6 | 0.2 | 2 | 1
CCOC(=O)N1CCC(N(CCN(C)C)C(=S)Nc2ccc(Oc3ccccc3)cc2)CC1 | 1.2 | -1.5 | 1 | 5 | -1 | 6 | -0.3 | 2.6 | 33 | ?
Cc1ccc2nsnc2c1S(=O)(=O)NCc1cccnc1 | -0.2 | 2.6 | · | -6 | -1 | · | -0.1 | 0.6 | 1 | 13

Some entries already given, showing only Tat transport and PfHsp90 set2:
mol	Tat transport	PfHsp90 set2
COc1cc([N+](=O)[O-])ccc1NC(=O)CN(C)C	-2	-16
COc1cccc(CN2CCN(C3CCN(c4ccccc4F)CC3)CC2CCO)c1 (stereo not drawn)	1	3
CCOC(=O)N1CCC(N(CCN(C)C)C(=S)Nc2ccc(Oc3ccccc3)cc2)CC1	?	6
